Screening data (PubChem BioAssay)
E-sel inducer – induces E-selectin expression in human endothelial cells; AID 686992; P16581; activation, % at 7.58 µM; HUVEC E-selectin immunofluorescence imaging; normalized: neutral wells 0, TNF-alpha wells 100; 260,000 compounds, 0.37% hits;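 active = mean E-selectin-positive cell signal at least 10% of the positive control, reached in at least 60% of replicates, without over 20% cell loss; inconclusive = no rule given, readout overlaps actives, possibly toxicity-flagged; inactive = the rest, including those meeting only one limit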;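 note: in these data hits start at about 27%; measured in HUVEC primary endothelial cells; signal is the percent of cells scored E-selectin positive by PE staining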
Target sequence (P16581 whole entry, looked up): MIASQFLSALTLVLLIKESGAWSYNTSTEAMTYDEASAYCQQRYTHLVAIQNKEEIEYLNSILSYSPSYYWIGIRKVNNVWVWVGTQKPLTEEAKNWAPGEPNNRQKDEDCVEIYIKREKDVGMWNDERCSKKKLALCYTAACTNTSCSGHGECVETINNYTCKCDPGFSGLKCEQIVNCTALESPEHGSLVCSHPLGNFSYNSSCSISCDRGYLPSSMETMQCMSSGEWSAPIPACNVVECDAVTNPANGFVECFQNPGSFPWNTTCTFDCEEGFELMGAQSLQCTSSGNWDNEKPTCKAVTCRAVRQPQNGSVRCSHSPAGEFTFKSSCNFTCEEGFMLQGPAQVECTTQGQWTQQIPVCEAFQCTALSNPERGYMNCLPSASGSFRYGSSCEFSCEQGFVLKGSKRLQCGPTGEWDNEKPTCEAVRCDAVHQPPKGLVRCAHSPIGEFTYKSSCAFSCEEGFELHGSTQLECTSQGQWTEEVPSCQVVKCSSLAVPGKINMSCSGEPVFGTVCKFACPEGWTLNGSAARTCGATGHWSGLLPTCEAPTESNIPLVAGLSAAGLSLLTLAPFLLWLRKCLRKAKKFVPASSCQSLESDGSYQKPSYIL
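assay system = HUVEC, human umbilical vein endothelial cells | input = 3,000 HUVEC seeded per well | medium = EGM-2 growth medium on 0.1% gelatin-coated wells | dosing = one compound dose added by pin transfer | signal = immunofluorescence imaging | read-out basis = % PE-positive cells | control set = TNF-alpha, DMSO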
PglD inh – PglD (C. jejuni) enzyme inhibition; purified PglD enzyme, DTNB colorimetric CoA detection; inhibition, % at 12.5 µM; 360,000 compounds, 0.098% hits; AID 602405; in the data active = inhibition above about 16%, passing the limit was not always enough; inconclusive = no clear call, values can overlap the other calls; note: strong numbers were not always called active
SIRT5 inh – inhibitors of human sirtuin-5 desuccinylase | AID 652115 | inhibition, % at 15 µM | 330,000 compounds, 1.1% hits | Q9NXA8 | Purified SirT5, succinyl-peptide AMC, trypsin-coupled fluorescence; in the data active = inhibition above about 15%; inconclusive = no clear call, values can overlap the other calls
Statin myotox sup – protects C2C12 myotubes from simvastatin toxicity; ATP luminescence, 48 h; scaled: DMSO 0, geranylgeraniol control 100; rescue of ATP level, % at 7.49 µM; 330,000 compounds, 0.78% hits; AID 602340;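 active = mean ATP rescue above about 67%, or every replicate alone reaching that limit, limit read from the data, passing the limit was not always enough; inconclusive = no clear call, values can overlap the other calls; inactive = mean under the limit and some replicate under it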;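 note: myotubes were challenged with 10 µM simvastatin during compound exposure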
S100A4 inh HTS – inhibitors of human S100A4 binding to myosin IIA peptide | S100A4/TAMRA-MyoIIA peptide fluorescence polarization | P26447 | inhibition, % at 10.7 µM | 360,000 compounds, 0.14% hits;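 active = mean inhibition of at least 70% across replicates, with every replicate also reaching that level; inconclusive = mean inhibition reaches 70% but some replicates fall short; inactive = mean inhibition below 70%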
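assay system = human S100A4 monomer with TAMRA-labelled myosin IIA peptide | also added = labelled myosin peptide probe, 5 nM | incubation = 5 min between mix addition and reading | control set = DMSO and TFP controls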
DENV2 CPE – protects cells from dengue virus 2 cytopathic effect; 350,000 compounds, 1.7% hits; CPE inhibition, % at 9.99 µM; DENV2-infected cells, cytopathic effect rescue, plate reader; AID 651640; in the data active = CPE inhibition above about 20%, passing the limit was not always enough; inconclusive = no clear call, values can overlap the other calls; tested in BHK-21 cells;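 note: 0% = median of neutral control wells and 100% = median of positive control wells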
ERp5 inh – ERp5 (human) disulfide isomerase inhibition; Q15084; ERp5 insulin aggregation, absorbance 650 nm, 90 min; inhibition, % at 9.99 µM; 350,000 compounds, 0.05% hits; AID 651711;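 active = mean replicate inhibition above about 25%, with every replicate also reaching it, limit read from the data, passing the limit was not always enough; inconclusive = only one of those two criteria met; inactive = neither criterion met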
Target sequence (Q15084 whole entry, looked up): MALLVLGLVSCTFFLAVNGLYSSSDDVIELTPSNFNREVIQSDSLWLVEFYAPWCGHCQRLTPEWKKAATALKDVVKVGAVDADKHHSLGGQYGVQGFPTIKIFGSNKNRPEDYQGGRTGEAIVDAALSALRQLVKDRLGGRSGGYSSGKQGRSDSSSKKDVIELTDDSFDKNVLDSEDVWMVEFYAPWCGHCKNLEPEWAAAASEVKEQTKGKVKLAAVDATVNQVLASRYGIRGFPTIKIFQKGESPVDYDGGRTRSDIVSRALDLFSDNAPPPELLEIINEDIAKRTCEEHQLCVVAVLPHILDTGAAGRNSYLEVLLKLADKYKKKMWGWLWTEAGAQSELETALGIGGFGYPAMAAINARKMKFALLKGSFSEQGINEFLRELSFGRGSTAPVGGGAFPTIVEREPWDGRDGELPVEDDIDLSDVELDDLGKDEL
Active calls of the source: *; ? = inconclusive; · = not tested or not shown.

SMILES	E-sel inducer	PglD inh	SIRT5 inh	Statin myotox sup	S100A4 inh HTS	DENV2 CPE	ERp5 inh
Cc1ccc(C(=O)NCCc2nnc3ccc(SCC(=O)N4CCCCC4)nn23)cc1	-0.5	-1	0	·	0	6	1
Cc1ccc(S(=O)(=O)Nc2ccccc2CNC2CCCCC2)cc1	·	·	-4	·	-3	-7	-1
CC1Cc2cc(S(=O)(=O)N3CCN(C)CC3)ccc2N1C(=O)C1CC1 (centres undefined)	-1.1	-2	0	-2	0	0	-2
N#Cc1cccc(C(=O)Nc2ccccc2C(=O)NC2CC2)c1	0.6	0	-11	26	-1	7	-1
Cc1ccc(NC(=S)Nc2ccc(OC(F)F)c(Cl)c2)cc1Cl	0.1	-1	3	0	2	-4	3
CSc1nc(-c2ccc(Cl)cc2)c(C#N)c(=O)n1C	4.7	-5	0	-4	-2	-7	0
CC1(C)Cc2c(cnn2-c2ccccc2)C(NC(=O)CCCn2cncn2)C1 (centres undefined)	0.0	-5	-1	-3	7	-8	6
CCCC(=O)N1CCC2(CC1)CN(C(=O)Cc1ccccn1)[C@@H](CO)c1[nH]c3cc(OC)ccc3c12	-0.3	·	·	·	13	9	-5
N#CCCN(C(=O)COC(=O)c1ccc2c(=O)n3c(nc2c1)CCC3)c1ccccc1	-0.2	·	3	-6	-2	7	2
CS(=O)(=O)Nc1ccc2c(c1)[C@@H]1C[C@@H](CC(=O)N3CCc4ccccc4C3)O[C@H](CO)[C@@H]1O2	-0.5	1	0	10	6	1	0
CO[C@@H]1CN(C)C(=O)c2cc(NS(C)(=O)=O)ccc2OC[C@@H](C)N(C(=O)CC2CC2)C[C@@H]1C	-0.7	-3	0	4	10	-3	-5
CCOc1ccccc1C(=O)NCC(=O)NNC(=O)CN(C)S(=O)(=O)c1ccc(Cl)cc1	1.6	3	-4	5	-5	-1	4
Cn1c(CNC(=O)c2ccc3c(c2)OCO3)nnc1SCC(=O)Nc1ccccc1Cl	-0.3	-4	0	-2	-3	-2	1
CCc1nc(N2CCN(S(C)(=O)=O)CC2)c2c3c(sc2n1)CCCC3	·	·	-5	·	-4	-2	4
Cc1nn2c([nH]c(=O)c3ccccc32)c1C=O	·	·	3	·	0	-4	7
Cc1cc(C)c2nc(-n3nc(C)cc3N)cc(C)c2c1	·	·	-5	·	0	-2	6
Cc1cc(C)n(-c2ccc(C(=O)OCC(=O)NCc3ccc(F)cc3)cc2)n1	-1.6	-11	-1	·	8	7	-4
Cc1cccc2c1N(C)C(=O)C2=O	·	·	5	12	-4	2	-2
O=C(Cc1ccc(F)cc1)Oc1ccc(C(=S)N2CCCC2)cc1	·	7	-3	3	-10	-9	3
O=[N+]([O-])c1ccc(C=NNc2ccccc2)cc1	0.3	-2	·	2	1	·	2
CC(C)NC(=O)Nc1ccc2c(c1)C(=O)N([C@@H](C)CO)C[C@H](C)[C@H](CN(C)C(=O)NC1CCCCC1)O2	0.2	15	·	2	0	3	1
CC(C)(C)C(=O)CSc1nc2c(c(-c3cccs3)c1C#N)CCC2	·	·	-2	·	-1	5	2
COc1nc(-c2cnccn2)sc1C	-1.2	·	2	·	-2	10	8
C[C@@H]1CN([C@H](C)CO)S(=O)(=O)c2ccc(C#C[C@@H](C)O)cc2O[C@H]1CN(C)Cc1ccccn1	0.4	1	0	0	0	30*	-6
O=C(c1ccccc1)c1ccc(Cn2cc(-c3ccccc3)nn2)cc1	-0.2	6	·	-1	0	17	3
Cc1ncc(CN2CCC(C(=O)Nc3cccc(-c4cscn4)c3)CC2)cn1	0.2	6	2	·	-4	-3	3
COc1ccccc1NC(=O)N1C[C@H]2[C@@H](c3ccccc31)[C@H](CO)N2Cc1ccc2c(c1)OCO2	2.5	1	1	47	5	56*	2
COc1ccc(-c2nc3c(C)cc(Br)cn3c2Cc2ccsc2)cc1OC	·	-5	-1	17	10	-2	-15
COCCNC(=O)C1(C)CCCN(C(=O)c2cccnc2SC)C1 (centres undefined)	·	-4	-5	0	3	18	5
S=C(c1ccc2c(c1)OCO2)N1CCN(c2cccc(Cl)c2)CC1	2.5	2	-2	-44	-4	-2	-2
O=C(NC1CCCC1)N1CC(=O)N2[C@H](CO)[C@@H](c3ccc(/C=C/c4ccccc4)cc3)[C@H]2C1	0.0	·	2	·	-8	4	0
Cc1nnc(SCC(=O)NC23CC4CC(CC(C4)C2)C3)n(N)c1=O	0.0	·	0	·	1	0	-4
CN(C)C(=O)C[C@H]1C[C@@H]2c3cc(NC(=O)Nc4ccc(C(F)(F)F)cc4)ccc3O[C@@H]2[C@@H](CO)O1	0.0	2	1	9	-20	-1	4
CN(C)C(=O)C[C@@H]1CC[C@@H]2[C@@H](COc3ccc(NC(=O)C4CC4)cc3C(=O)N2C)O1	0.0	-1	1	-16	8	16	1
Cn1c(=O)c([N+](=O)[O-])c(N2CCN(Cc3ccc4c(c3)OCO4)CC2)c2ccccc21	0.2	-7	1	·	0	-12	7
O=C(Nc1ccc(C2=NCCN2)cc1)c1ccc(C(=O)Nc2ccc(C3=NCCN3)cc2)c([N+](=O)[O-])c1	-0.1	·	2	·	2	-2	-2
C=CCN1N=C(/C=C/c2ccccc2)CCC1=O	·	·	-2	·	1	3	5
CN(c1ccccc1)S(=O)(=O)c1ccc(NC(=O)c2ccccc2C(=O)O)cc1	0.1	·	8	·	1	3	2
CCC(=O)N1[C@@H](CO)[C@@H](c2ccc(-c3ccc(F)cc3)cc2)[C@@H]1CNC(C)=O	-0.1	-4	·	-7	·	-17	·
Cc1cc(F)ccc1S(=O)(=O)Nc1ncnc2sccc12	0.3	5	23*	2	-1	2	-1
Cc1nn(Cc2ccccc2)c(Cl)c1/C=C/C(=O)OCC(=O)N(C)C1CCS(=O)(=O)C1 (centres undefined)	·	·	0	·	-7	11	-4
O=S(=O)(N[C@@H]1CC[C@@H](CCn2cc(-c3cccnc3)nn2)O[C@@H]1CO)c1ccccc1	-0.8	-3	-1	-5	-5	10	-2
CC(C)C(=O)c1c(C(C)C)nn2ccccc12	2.0	-3	-3	5	0	-1	-4
CC/C(=C(/c1ccccc1)c1ccc(OCC[N+](C)(C)C)cc1)c1ccccc1	0.0	·	-3	-106	-8	4	5
CCc1ccc(N2CC(C(=O)Nc3cccc(S(=O)(=O)N4CCCC4)c3)CC2=O)cc1 (centres undefined)	·	·	-1	-16	-2	-6	1

5 successive records out of the list so far, quoted:
SMILES	E-sel inducer	PglD inh	SIRT5 inh	Statin myotox sup	S100A4 inh HTS	DENV2 CPE	ERp5 inh
O=C(NC1CCCC1)N1CC(=O)N2[C@H](CO)[C@@H](c3ccc(/C=C/c4ccccc4)cc3)[C@H]2C1	0.0	·	2	·	-8	4	0
Cc1nnc(SCC(=O)NC23CC4CC(CC(C4)C2)C3)n(N)c1=O	0.0	·	0	·	1	0	-4
CN(C)C(=O)C[C@H]1C[C@@H]2c3cc(NC(=O)Nc4ccc(C(F)(F)F)cc4)ccc3O[C@@H]2[C@@H](CO)O1	0.0	2	1	9	-20	-1	4
CN(C)C(=O)C[C@@H]1CC[C@@H]2[C@@H](COc3ccc(NC(=O)C4CC4)cc3C(=O)N2C)O1	0.0	-1	1	-16	8	16	1
Cn1c(=O)c([N+](=O)[O-])c(N2CCN(Cc3ccc4c(c3)OCO4)CC2)c2ccccc21	0.2	-7	1	·	0	-12	7

Continuation.
SMILES	E-sel inducer	PglD inh	SIRT5 inh	Statin myotox sup	S100A4 inh HTS	DENV2 CPE	ERp5 inh
COc1cccc(OCC(O)CN2CCc3ccccc3C2)c1 (centres undefined)	·	-4	-1	-6	-3	?	-2
CCCNC(=O)[C@@H]1[C@@H](CO)[C@@H]2Cn3c(ccc(-c4cncnc4)c3=O)[C@H]1N2C(=O)Nc1ccccc1	0.2	23	-38	-17	9	-1	0
CCOC(=O)c1sc(N=NC2=C(O)CC(C)(C)CC2=O)c(C(=O)OCC)c1C	0.3	2	-3	1	-9	1	-2
COc1ccccc1NC(=O)N[C@H]1CC[C@@H](CCNS(=O)(=O)c2ccc(C)cc2)O[C@@H]1CO	-0.4	·	-1	·	4	-9	0
S=c1[nH]nc(COc2ccccc2)n1/N=C/C=C/c1ccccc1	-1.8	3	-4	·	-2	-7	9
COc1ccc(CCNC(=O)COC(=O)CCC(=O)c2ccc(F)cc2)cc1OC	-0.6	·	20*	·	3	6	3
Cc1ccc(Nc2nnc(SC(C)C(=O)NCC3CCCO3)s2)cc1C (centres undefined)	·	-8	2	-3	-1	7	8
Fc1ccc(N=Cc2ccc[nH]2)cc1	·	1	-1	-8	2	0	6
C[C@H](CO)N1C[C@H](C)[C@@H](CN(C)S(=O)(=O)c2ccc(F)cc2)OCCCC[C@H](C)Oc2ccc(NC(=O)CCCN(C)C)cc2C1=O	-0.3	0	-2	·	-2	13	4
COC(=O)c1sc(-c2ccc(Cl)cc2)cc1NC(=O)CSCC(=O)O	0.9	-3	1	·	2	-2	3
CS(=O)(=O)N1CCCC(C(=O)Nc2ccc(F)cc2F)C1 (centres undefined)	·	·	-2	·	-8	-8	-1
C/C=C/c1cnc2c(c1)C(=O)N([C@@H](C)CO)C[C@@H](C)[C@@H](CN(C)C(=O)NC1CCCCC1)O2	3.2	1	28*	8	6	-6	-5
CCCCCc1cc(=O)oc2c(C(CCN3CCN(c4ccccc4)CC3)c3ccc4c(c3)OCO4)c(OC)cc(OC)c12 (centres undefined)	-0.1	-1	-5	3	-6	5	-11
CC(NS(=O)(=O)c1ccc(Br)cc1)C(c1cccs1)N1CCN(C)CC1 (centres undefined)	·	-2	-6	-7	0	7	-2
COc1ccc(NC(=O)Nc2ccc3c(c2)[C@H]2C[C@H](CC(=O)NCc4ccccn4)O[C@@H](CO)[C@H]2O3)cc1	-0.1	2	-1	1	12	7	3
CN(Cc1nc(-c2cnccn2)no1)CC1(c2ccccc2)CC1(C)C (centres undefined)	·	3	-6	3	-7	-2	-4
CC1CN(C(=O)Cn2cc(SCC(=O)N3CCOCC3)c3ccccc32)CC(C)O1 (centres undefined)	-1.6	1	-2	-4	45	-1	-7
CN(C(=O)c1cccc([N+](=O)[O-])c1)c1ccccc1C(=O)NCc1ccccc1	0.0	1	-4	-6	-5	-12	-4
C[C@H]1CN([C@@H](C)CO)C(=O)c2cc(-c3cncnc3)cnc2O[C@@H]1CN(C)C(=O)c1ccccc1F	1.8	0	-1	2	4	-10	-4
COc1ccc(CCNc2cc(N3CCN(C(=O)c4ccccc4OC)CC3)ccc2[N+](=O)[O-])cc1OC	11	-2	-5	-37	12	9	2
C[C@@H](NC(=O)c1nc[nH]c1C(=O)NCC(=O)OCc1ccccc1)c1ccccc1	·	1	-1	6	-6	5	10
C[C@@H]1CCCCO[C@@H](CN(C)CC2CCCCC2)[C@H](C)CN([C@H](C)CO)C(=O)c2cc(NS(=O)(=O)c3cccs3)ccc2O1	0.3	1	0	·	-2	-1	-3
COc1cccc(CN2CCN(C(=O)c3cc(-c4ccccn4)nc4ccc(Cl)cc34)CC2)c1	·	·	4	·	15	-4	-6
O=C(CCS(=O)(=O)c1ccc(F)cc1)Nc1ccc(N2CCN(Cc3ccccc3)CC2)cc1	·	3	0	2	-1	6	-1
COc1ccc([C@H]2C[C@H](n3cc(COC(=O)c4ccccc4)nn3)[C@@H](O)CN2C(=O)C2CCCCC2)cc1	-0.1	1	-8	11	-13	-1	-6
Cc1ccc(S(=O)(=O)Nc2cccc(C(=O)NCc3ccccn3)c2)cc1F	-0.7	0	2	1	19	-5	3
CC1CCC(C(=O)NC(C(=O)NCCCN2CCOCC2)C(C)C)CC1 (centres undefined)	·	1	0	3	-1	·	17
O=C(c1ccc(F)cc1)N1C[C@@H]2[C@H](c3ccccc31)[C@H](CO)N2C(=O)c1ccccc1	0.3	4	1	14	-2	11	2
O=S1(=O)CC(N2CCSCC2)CN1Cc1cn(Cc2ccc(C(F)(F)F)cc2)nn1 (centres undefined)	0.1	·	0	·	-1	-4	2

A portion of the library. The share of hits here may be higher or lower than overall.
